HIV RNase H inh – blocks HIV-1 RNase H cleavage of RNA/DNA duplex; RT-RNase H RNA/DNA duplex cleavage, fluorescence; AID 565; 1.9% of 65,000 active; inhibition, % at 10 µM; in the data active = inhibition above about 50%
RmlC RmlD mix – inhibitors of RmlC and RmlD coupled enzymes; RmlC/RmlD coupled enzyme inhibition, 384-well mixture HTS; inhibition, % at 5.5 µM; 0.39% of 110,000 active; AID 1532; in the data active = inhibition above about 30%, passing the limit was not always enough; inconclusive = no clear call, values can overlap the other calls; also: strong numbers were not always called active
Active calls of the source: *; u = inconclusive; x = not tested or not shown. A portion of the library; the hit share may differ from the screen's.

Start of the listing, in advance:
entry	Compound	HIV RNase H inh	RmlC RmlD mix
1	CC(C)(C)N1[C@@H](CC(=O)O)c2cc(C(F)(F)F)ccc2S1(=O)=O	x	5.2
2	COCCN1C(=O)/C(=C/c2ccc(Oc3ccc([N+](=O)[O-])cn3)c(OC)c2)SC1=Nc1ccccc1	x	-6.3

The list itself, previewed entries included:
entry	Compound	HIV RNase H inh	RmlC RmlD mix
1	CC(C)(C)N1[C@@H](CC(=O)O)c2cc(C(F)(F)F)ccc2S1(=O)=O	x	5.2
2	COCCN1C(=O)/C(=C/c2ccc(Oc3ccc([N+](=O)[O-])cn3)c(OC)c2)SC1=Nc1ccccc1	x	-6.3
3	C=CCn1c(SCC(N)=O)nnc1-c1ccccc1O	-0.8	-69.6
4	COC(=O)Nc1nc2ccc(Sc3ccccc3)cc2[nH]1	82.8*	6.5
5	CC(C)(C)c1ccc(-c2conc2N)cc1	-3.7	-3.4
6	Cc1ccc(-c2nc3cnccn3c2Nc2ccc3c(c2)OCO3)cc1	x	-11.2
7	CC(C)(NO)/C(=N\O)c1ccc(Cl)cc1	x	5.1
8	C[C@H](NC(=O)c1[nH]cnc1C(=O)Nc1ccc(Cl)cc1)C(=O)OC(C)(C)C	x	-2.7
9	O=C(O)c1cccc2cccnc12	x	4.4
10	COC(=O)C1=C(C)NC(=O)C1(NS(=O)(=O)c1ccc(NC(C)=O)cc1)C(F)(F)F (stereo not given)	x	9.3
11	CCn1c(N2CCN(C(=S)NCCc3ccccc3)CC2)nc2ccccc21	x	-5.4
12	Cn1c(SCC(=O)NCCc2ccccc2)nnc1-c1ccncc1	-12.1	-8.9
13	O=C(c1ccccc1)c1ccc(OCCn2cnc3ccccc3c2=O)cc1	x	9.0
14	Cc1cc(NC(=O)CSc2nnc(Cc3cccn3C)n2CCc2ccccc2)no1	-17.5	2.5
15	CCc1[nH]nc2c1C(c1ccncc1)C(C#N)=C(N)O2 (stereo not given)	-4.5	9.2
16	CCOC(=O)C1CCCN(c2nc3ccccc3nc2C(C#N)C(=O)OCCOC)C1 (stereo not given)	-6.0	11.1
17	COCc1nnc(NC(=O)c2ccc(NC(C)=O)cc2)s1	38.7	1.5
18	COC(=O)[C@H]1[C@H](CCc2ccccc2)NC(=O)N(Cc2ccccc2)[C@@H]1C	x	-11.1
19	O=C(Nc1ccc(N2CCOCC2)c(Cl)c1)c1ccccc1F	x	-8.1
20	CC1(C)C(=O)Nc2ccccc2N1C(=O)COc1ncnc2ccccc12	1.1	-16.2
21	COC(=O)C1=C(C)NC(C)=C(C(=O)OC(C)C)C1c1cccc2nonc12 (stereo not given)	x	-12.5
22	O=C(Cn1ncn2c(cc3ccccc32)c1=O)NCCC1=CCCCC1	17.8	x
23	O=S1(=O)CCN=C2SC3=C(CCCC3)N21	-5.6	93.9
24	Cc1sc2ncnc(NCC3CCCO3)c2c1C (stereo not given)	x	4.1
25	CC12CC(c3ccccc3O1)N(C(=O)c1ccco1)C(=O)N2c1ccccc1 (stereo not given)	-10.3	1.6
26	CCC(=O)N1CCc2cc(S(=O)(=O)CCC(=O)Nc3cccc(F)c3)ccc21	-8.2	-17.1
27	COC(=O)CCS(=O)(=O)c1nc(-c2ccccc2)cc(C(F)(F)F)n1	x	-5.7
28	CCOC(=O)c1cnn(-c2cc(C)c3ccccc3n2)c1N	-1.6	-7.2
29	c1ccn2cc(CSC3=NCCS3)nc2c1	-64.9	3.5
30	COc1ccc2c(c1)C(=O)[C@@H](O)[C@H](c1ccc(OC)c(Br)c1)O2	x	-63.0
31	COc1ccc(C(CNC(=O)C2CC(=O)N(Cc3ccc(C)cc3)C2)N(C)C)cc1 (stereo not given)	-1.3	-11.6
32	COc1cc(-c2nc(-c3cccc(C)c3)no2)cc(OC)c1OC	-11.6	-12.6
33	CCN(Cc1ccccc1)C(c1ccccn1)c1nnnn1C(C)(C)CC (stereo not given)	-6.5	8.4
34	COc1ccc(S(=O)(=O)NC(CC(=O)NCCc2ccccc2)c2ccco2)cc1 (stereo not given)	x	34.7
35	O=C(Nc1ccccc1)OCN1C(=O)c2ccccc2C1=O	x	u
36	Cc1ccc(Oc2ccc(N)cc2)cc1	-4.8	1.3
37	COC(=O)c1ccc(Cl)c(NC(=O)CN2CCC(C)CC2)c1	x	0.7
38	CNC(=S)N1N=C(c2ccc(C)cc2)CC1c1ccc(Cl)cc1 (stereo not given)	x	7.3
39	COC(=O)Cn1c(=O)c2c(nc(Br)n2CC(=O)OC)n(C)c1=O	-2.2	-3.4
40	CC(=O)N1CN2CN(C(C)=O)CC(C(=O)c3ccc(Br)cc3)(C2)C1	-4.7	-6.6
41	CCOC(=O)N1CCC(NC(=O)c2cccc3c2C(=O)N(c2ccc(OC)cc2)C3)CC1	40.3	7.8
42	CCOC(=O)CSc1nnc(-c2cccnc2)n1Cc1ccccc1	-9.5	-12.0
43	CCOC(=O)C[C@H]1c2cc(F)ccc2S(=O)(=O)N1C(C)(C)C	x	-9.3
44	O=C(N1CCOCC1)N1c2ccccc2CC(N2CCOCC2)c2ccccc21 (stereo not given)	39.2	-1.5
45	COc1cccc(C(=O)CSc2nc3ccccc3n2CC(=O)N2CCOCC2)c1	-2.1	-11.7
46	Cc1cc(C)cc(OCc2nnc(SCC(=O)N3CCN(c4ccccc4)CC3)o2)c1	42.1	-0.1
47	Cc1ccc(S(=O)(=O)NC(C)(C)CSc2nncn2N)cc1	-4.4	-8.5
48	c1ccc(-c2noc(CSc3nc4ccccc4o3)n2)cc1	5.3	x
49	O=C(CSc1ccc2ccccc2c1)Nn1cnnc1	x	12.3
50	Cn1c(C(=O)OCC(=O)NCC2CCCO2)cc2sccc21 (stereo not given)	-10.0	13.9
51	CCCC(=O)NC(=S)Nc1ccc(Cl)cn1	x	-5.1
52	COc1ccccc1NC(=S)NNC(=O)c1ccc(Cl)cc1Cl	x	120.8
53	CCOC(=O)c1cc2n(n1)C(C(F)(F)F)CC(C)N2 (stereo not given)	6.8	43.2
54	CCC(=O)NC(=S)Nc1ccc(S(=O)(=O)NC(C)=O)cc1	x	-3.3
55	CN1CCN(c2nc3c(c(=O)n(C)c(=O)n3C)n2Cc2cccc3ccccc23)CC1	-3.9	-4.6
56	CC(C)(C)C1=C[C@@H](CO)C[C@@H](CO)C1	-2.2	5.6
57	CCOC(=O)c1ccccc1NC(=O)CCNC(=O)Cn1cnc2ccccc2c1=O	38.9	5.1
58	C=CCc1cccc(Cl)c1OCCON1C(=O)CCC1=O	x	-5.5
59	CCn1nnnc1NCc1ccc(N2CCCC2)cc1	8.4	7.0
60	Cc1cc(NCCN2CCOCC2)n2ncc(-c3ccccc3)c2n1	-7.2	2.7

Looked up by compound from above:
entry	Compound	HIV RNase H inh	RmlC RmlD mix
9	O=C(O)c1cccc2cccnc12	x	4.4
54	CCC(=O)NC(=S)Nc1ccc(S(=O)(=O)NC(C)=O)cc1	x	-3.3

The list goes on:
entry	Compound	HIV RNase H inh	RmlC RmlD mix
61	Cc1cc(C)n(CC(O)Cn2c3ccc(Br)cc3c3cc(Br)ccc32)c(=O)n1 (stereo not given)	x	13.2
62	O=C(c1ccc(Cl)c(Cl)c1)c1cc(-c2ccccn2)c(N2CCOCC2)s1	x	7.1
63	CCC(=O)Nc1ccc(C(=O)OCc2ccccc2Cl)cc1	x	-12.5
64	COCCN1C(=O)c2ccccc2C(C(=O)NCCCN2CCCC2)C1c1c[nH]c2ccccc12 (stereo not given)	6.3	-4.8
65	Cc1ccc(Nc2nc(-c3sc(NC(=O)c4ccccc4)nc3C)cs2)cc1	x	-14.3
66	C/C(=C\C(=O)c1ccc(F)cc1)NCc1ccc2c(c1)OCO2	x	8.8
67	CCOC(=O)c1cnc2c(ccc3ccccc32)c1NCCO	x	-22.6
68	Cc1cc(C)c(S(=O)(=O)N2CCN(C)CC2)c(C)c1	-4.2	5.6
69	CCCCOCCCNC(=O)c1c(-c2ccccc2)noc1C	-9.7	2.8
70	O=C(c1ccco1)N1CCN(S(=O)(=O)c2ccc3c(c2)CCN3C(=O)C2CCC2)CC1	-8.9	8.9
71	COC(=O)c1nnn(CC(=O)Nc2cc(Cl)ccc2C)c1C(=O)OC	1.5	10.9
72	COc1ccc(N2CCN(C(=O)c3cccc(Cn4cc(Cl)cn4)c3)CC2)cc1	-2.1	-13.3
73	COc1ccccc1CNS(=O)(=O)c1ccc(NC(C)=O)cc1	-7.5	-10.6
74	COC(=O)CCCC1=CC2=CC(=O)C(C)(O)C(=O)C2=CO1 (stereo not given)	x	-20.2
75	CCOC(=O)C1CCCN(c2ncnc3c2oc2ccccc23)C1 (stereo not given)	-10.8	7.4
76	c1nc(N2CCCCCC2)c2[nH]cnc2n1	-7.7	5.5
77	CC1CCN(C(=O)Cn2c(=O)n(CCc3ccccc3)c(=O)c3ccccc32)CC1	-9.9	9.9
78	C=CCn1c(SC2CCOC2=O)nc2scc(C3CC3)c2c1=O (stereo not given)	-10.0	8.6
79	O=C(c1ccc(Cl)cc1)N1CCCOC1	-5.0	-9.5
80	COc1cc(C2C(C(N)=O)=C(C)Nc3nc(CCCO)nn32)cc(OC)c1OC (stereo not given)	-15.9	1.4
81	COc1cccc(OC)c1-c1nn2c(-c3cc(-c4ccccc4)n[nH]3)nnc2s1	89.1*	-5.5
82	C=CCn1c(SCc2ccc([N+](=O)[O-])cc2)nnc1C(C)NC(=O)c1ccccc1 (stereo not given)	x	-143.0
83	COc1ccc(NC(=S)Nc2cc(C)ccn2)c(OC)c1	x	-14.0
84	CC(C)(C)CC(C)(C)NC(=S)Nc1ccc2nc(-c3ccccn3)c(-c3ccccn3)nc2c1	x	2.7
85	CCCSC1=C(C#N)C(c2ccccc2OCC)CC(=O)N1 (stereo not given)	-7.3	-6.6
86	COc1ccc(N(C(=O)C(C)C)S(=O)(=O)c2cccs2)cc1	x	4.4
87	Cc1cc(C)c(S(=O)(=O)N2CCCCC2)c(C)c1-n1ncnn1	-15.9	-14.8
88	O=C(O)C1CC1c1ccc(Br)cc1 (stereo not given)	-9.9	5.7
89	O=S(=O)(c1ccc2c(c1)OCCO2)N1CCN(c2cccc(Cl)c2)CC1	-13.3	-12.3
90	CC(NS(=O)(=O)c1ccc(Br)cc1)C(c1cccs1)N1CCOCC1 (stereo not given)	x	5.5
91	CC(C)(C)NC(=O)C1CN(S(=O)(=O)c2ccccc2)CCN1S(=O)(=O)c1ccccc1 (stereo not given)	-1.9	x
92	Cc1noc(/C=C/N(C)C)c1S(=O)(=O)N1CCCC(C(=O)Nc2ccc3c(c2)OCO3)C1 (stereo not given)	-12.3	16.2
93	CCOC(=O)N1CCC(NC(=O)CCc2nc(C3=CCN(C)CC3)no2)CC1	-20.9	-6.9
94	CCN(CC)C(=O)c1ccc(S(=O)(=O)N2CCC(c3nc4ccccc4s3)CC2)cc1	x	-5.9
95	Cc1cc(NC(=O)C2CC(c3ccc(F)cc3)=NO2)no1 (stereo not given)	-12.7	15.4
96	O=C1C(c2ccncc2)N(CCC2=CCCCC2)C(=O)CN1C1CCCCC1 (stereo not given)	3.9	-9.3
97	CC1CC(C)CN(CCCNC(=O)C2CCCN(c3nnc(N4CCCC4=O)s3)C2)C1 (stereo not given)	-14.9	8.2
98	COC(=O)c1ccccc1NC(=O)CSc1nnc(-c2ccc(OC)cc2)n1C	x	-9.0
99	O=C(O)C1C(c2ccccc2)C(C(=O)N2CCOCC2)C1c1ccccc1 (stereo not given)	-13.7	-40.2
100	CC(C)C(NC(=O)c1ccco1)C(=O)NCC(c1ccco1)N(C)C (stereo not given)	x	-8.8
101	O=C(O)c1cccc(S(=O)(=O)N2Cc3ccccc3C2)c1	-2.1	7.0
102	O=C(Nc1ccc(Cn2nnc3ccccc32)cc1)c1ccco1	5.6	-4.5
103	CN(C)Cc1ccccc1C1(O)c2ccccc2CSc2ccccc21 (stereo not given)	x	-11.2
104	COc1ccc(N2CCN(C(=O)c3csc4ccccc34)CC2)cc1	x	12.3
105	O=C(c1ccc2snnc2c1)N1CCCCC1	x	-2.1
106	OCCSc1c(F)c(SCCO)c(SCCO)c(F)c1SCCO	-1.1	-1.2
107	CCCCN(CC)C(=O)CSc1nc2ccccc2c(=O)n1CC1COc2ccccc2O1 (stereo not given)	x	-4.0
108	COc1ccccc1CN(Cc1nc2ccccc2c(=O)[nH]1)S(=O)(=O)c1ccc2ccccc2c1	x	-1.1
109	NC(=O)CSc1nnnn1CC(CC(=O)O)c1ccccc1 (stereo not given)	-11.2	-7.3
110	O=C(NCc1cccnc1)c1ccc(COc2ccccc2Br)o1	-45.0	-14.2
111	C=CCn1c(SCC(=O)c2ccc(CNC(C)=O)o2)nc2ccccc2c1=O	x	2.3
112	COc1ccc(Cl)c(Cn2c(NCc3ccccn3)nc3c2c(=O)n(C)c(=O)n3C)c1	-4.7	6.0
113	COCCCNc1oc(-c2ccccc2OC)nc1C#N	-8.3	19.3
114	COCCn1c(SCC(=O)NCc2ccco2)nnc1C(C)C	x	6.2
115	O=C(COc1cccc(NC(=O)c2ccco2)c1)c1ccc(F)cc1	-5.4	6.2
116	COC(=O)c1sccc1NC(=O)CSc1ccccc1NS(=O)(=O)c1ccccc1Cl	x	-13.7
117	COc1ccc(CCNC(=O)C2CC(c3cccc(F)c3)=NO2)cc1 (stereo not given)	x	3.3
118	NC1(C(=O)O)CC1	x	6.4
119	Cc1cc(C(=O)N(C)Cc2ccc(Br)cc2)no1	-15.8	-9.7
120	CCN(CC)C(=O)COc1ccc(S(=O)(=O)N2CCOCC2)cc1	x	12.2
121	CCCN(CCC)C(=O)C1CCN(c2cc(C)nc3c(-c4ccc(OC)c(OC)c4)c(C)nn23)CC1	7.4	-9.1
122	CCOC(=O)C1=NN(c2ccc(Cl)cc2)C(c2ccccc2)CC1=O (stereo not given)	x	-14.3

Bioassay records (PubChem)
